Lipid storage S3 = qHTS Assay for Lipid Storage Modulators in Drosophila S3 Cells. lipid storage change, negative = inhibition, % at the top dose, mostly 46.1 µM; hits show Potency in µM. actives 0.64% (n = 320,000). Drosophila S3 cells, BODIPY lipid droplet fluorescence, 18-24 h; cells fed with added oleic acid; active means well fitted inhibition curve with a large enough effect in the signal ratio, with a control signal flat, not every such curve was filed as active; inconclusive means small, poorly fitted or top-dose-only effect, or effect the other way, or a change in a side signal; the % refers to the signal ratio
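Laser-scanning cytometry quantifies lipid droplet accumulation (500–530 nm total intensity; droplet/cell object ratio) in oleic acid-fed (400 uM added) Drosophila S3 cells treated with a concentration series. 20 uM Triacsin C defined 100% inhibition.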
Lipid storage S3 cell count max = recorded beside Lipid storage S3, whose call it bears; cell number change, %; measured here: cell count max response;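 cells counted by Cell Tracker Red CMTPX staining in the red channel; peak over a dose series mostly up to 46.1 µM; percent activity relative to internal control wells on each plate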
An asterisk follows results filed as active; i = inactive; ? = inconclusive; nt = not tested or not shown; & = joins results of further samples. On the % scale 0 is the no-effect control and ±100 the full control effect; potency means the concentration at half of the fitted maximal effect. Some of the compounds tested, so the mix of outcomes need not match the whole.

SMILES | Lipid storage S3 | Lipid storage S3 cell count max
CC(C(=O)NC(C)(C)C)N(C(=O)CS(=O)CC(=O)Nc1ccc(F)cc1)C1CCCC1 (centres undefined) | -9% | 17
Cc1cc(NS(=O)(=O)c2ccc(NC(=O)CCCOc3ccc(Cl)cc3)cc2)no1 | ? | nt
O=C(O)CC/C(=C\c1ccc(N2CCOCC2)c([N+](=O)[O-])c1)c1nc2ccccc2s1 | ? | nt
CCOC(=O)c1sc(=S)sc1SCc1cccc(C(F)(F)F)c1 | i | nt
CC[N+](C)(CC)CCC[n+]1c(-c2ccccc2)c2cc(N)ccc2c2ccc(N)cc21 | ? | nt
CCOC(=O)CSc1nnc(CNC(=O)c2ccc([N+](=O)[O-])cc2)n1C | ? | nt
CCOC(=O)c1ccc(-n2c(N)c(C(=O)NCC3CCCO3)sc2=S)cc1 (centres undefined) | ? | nt
CCOC(=O)CNC(=O)COc1coc(CN2CCN(c3ccccc3)CC2)cc1=O | i | nt
CCOCCCNC(=S)N1CCCN(c2nc3cc(C)cc(C)c3cc2C#N)CC1 | -16% | 3
CCCCn1c(N)c(N(CC)C(=O)c2cc(S(=O)(=O)N3CCN(CC)CC3)ccc2Cl)c(=O)[nH]c1=O | -24% | -13
Cc1cccnc1NC(=O)c1ccc(OCc2c(C)noc2C)cc1 | ? | nt
Cc1ccc(CNc2oc(C)nc2C#N)cc1 | ? | nt
CCCCc1ccc(NC(=O)CN2C(=O)C3CCCCC3C2=O)cc1 (centres undefined) | ? | nt
CC(C)(C)N(CC(=O)NC1CCCCC1)C(=O)CS(=O)CC(=O)Nc1ccc(F)cc1 (centres undefined) | ? | nt
O=C(Nc1cc(Cl)cc(Cl)c1)C(NCCCO)c1ccccc1 (centres undefined) | ? | nt
Cc1ccc(C(=O)Nc2nc(C(C)(C)C)cs2)s1 | ? | nt
O=C(CSc1nc(N2CCOCC2)nc(N2CCOCC2)n1)Nc1ccc(Cl)cc1Cl | ? | nt
CN(C)S(=O)(=O)c1cccc(NC(=O)Cc2ccsc2)c1 | ? | nt
O=C(CCc1ccccc1)NCC(=O)N/N=C/c1ccc2c(c1)OCO2 | ? | nt
O=C(Nc1ccc(Cl)cc1)N(Cc1cccnc1)Cc1ccco1 | ? | nt

Random excerpt: three compounds from above, in no set order.
SMILES | Lipid storage S3 | Lipid storage S3 cell count max
CCOC(=O)c1ccc(-n2c(N)c(C(=O)NCC3CCCO3)sc2=S)cc1 (centres undefined) | ? | nt
Cc1ccc(CNc2oc(C)nc2C#N)cc1 | ? | nt
O=C(CSc1nc(N2CCOCC2)nc(N2CCOCC2)n1)Nc1ccc(Cl)cc1Cl | ? | nt

Next entries follow:
SMILES | Lipid storage S3 | Lipid storage S3 cell count max
COc1cc2c(cc1OC)CN(C(=O)c1ccc(-c3ccccc3)cc1)CC2 | i | nt
CCN(CC(=O)NC1CC1)S(=O)(=O)c1ccccc1 | -28% | -9
Cc1ccc(C(=O)NNC(=O)Cc2nc3nc(C)cc(C)n3n2)cc1 | -9% | nt
Cc1oc(-c2cc(F)ccc2F)nc1CN1CCC(C(=O)N2CCOCC2)CC1 | i | -1
CC1c2cccn2CCN1S(=O)(=O)c1ccccc1 (centres undefined) | 6% | 9
CC(C)c1cc(C(=O)NCCc2ccccc2)no1 | 6% | 10
CCCCN1C(=O)CCC(C(=O)O)C1c1ccccc1 (centres undefined) | 2% | 1
O=[N+]([O-])c1ccccc1S(=O)(=O)Nc1cccc2cccnc12 | ? | nt
Cn1ncc(Cl)c1C(=O)N1CCN(c2ccc(Cl)c(Cl)c2)CC1 | -1% | 2
O=C(NCc1cccc(F)c1)c1ccc2nc(N3CCOCC3)sc2c1 | ? | nt
Cc1ccc(-c2cc(C(=O)O)n[nH]2)o1 | ? | nt
CCOC(=O)c1c(NC(=O)C(C)Sc2nnc(C)c(=O)[nH]2)sc2c1CCCC2 (centres undefined) | ? | nt
Cc1cccc(C(=O)c2cccc(C)c2)c1 | ? | nt
Cc1ccccc1OCc1nnc(SC(C)C(=O)O)n1Cc1ccccc1 (centres undefined) | ? | nt
O=C1CC(NCc2ccncc2)C(=O)N1c1ccc(Cl)cc1 (centres undefined) | ? | nt
CCN(CC)CCSc1nnc2c3cc(C)ccc3n(Cc3ccccc3)c2n1 | ? | nt
COc1cc(/C=N/NS(=O)(=O)c2ccc(Br)cc2)ccc1O | ? | nt
Cc1cc(Cl)ccc1OCC(=O)NCC(=O)N/N=C/c1ccco1 | ? | nt
COc1ccc(C)cc1N(CC(=O)NC1CCCC1)C(=O)Cn1nnc(-c2ccc(C)o2)n1 | ? | nt
Cc1cc(=O)oc2cc(OS(C)(=O)=O)ccc12 | ? | nt
COc1ccc(-n2c(CSc3nc(C)cc(C)n3)nnc2SCC(=O)Nc2nccs2)cc1 | 13% | -13
Cc1cc(C)c(C(=O)/C=C/c2cccc3ccccc23)c(=O)[nH]1 | ? | nt
COCCNC(=S)N1CCc2cc(OC)c(OC)cc2C1COc1cc(C)cc(C)c1 (centres undefined) | ? | nt
CCN1CCCC1CNC(=O)C(=O)Nc1ccc(OC)cc1 (centres undefined) | ? | nt
CCOCCCNC(=O)C1CC(=O)N(C2CCCC2)C1 (centres undefined) | ? | nt
Cn1cnnc1SCC(=O)N(Cc1ccc2c(c1)OCO2)C1(C(=O)NC2CCCCC2)CCCC1 | 13% | 12
c1cncc(-c2noc(-c3ccc4ccccc4c3)n2)c1 | ? | nt
O=[N+]([O-])c1cc(/C=N/O)ccc1Sc1ccccc1 | ? | nt
CCN(CC)S(=O)(=O)c1ccc(N2CCOCC2)c(NC(=O)c2cc(C)cc(C)c2)c1 | ? | nt
CC(=O)Nc1nnc(-c2ccccn2)o1 | 1% | 0
Cc1ccc(CNC(=O)C(=O)NCC2OCCCN2S(=O)(=O)c2cccs2)cc1 (centres undefined) | ? | nt
Cc1ccc(C)c(NC(=O)c2cc(-c3cccnc3)nc3ccccc23)c1 | 3% | -15
COc1ccc(OC(=O)c2cccc(S(=O)(=O)N3CC(C)OC(C)C3)c2)cc1 (centres undefined) | ? | nt
Cc1cc(C)cc(CSCC(=O)NN=C2CCCCCC2)c1 | ? | nt
COc1ccc(C(=O)O/N=C(\N)Cc2ccc(Cl)c(Cl)c2)cc1OC | -13% | -18
Cc1ccccc1C(OCC(O)CN1CCCCC1CCO)c1ccccc1 (centres undefined) | ? | nt
CC(=O)Oc1cc2oc(=O)cc(C)c2cc1OC(C)=O | -5% | 3
O=C(NC1CCCCC1)c1cc2nc(-c3ccco3)cc(C(F)(F)F)n2n1 | 4% | 18
O=C(Cn1cnc2ccccc21)N/N=C/c1ccccn1 | 4% | -3
O=C(NCc1ccc(F)cc1)C(c1ccco1)N(C(=O)c1csnn1)C1CC1 (centres undefined) | i | -2
NC(=O)c1cccnc1Sc1ccc(Cl)cc1 | 18% | 15
CC(c1cccnc1)N(CCN(C)C)C(=O)Nc1ccc(Cl)cc1 (centres undefined) | -12% | -9
CCc1noc(C)c1C(=O)NCCc1ccccc1 | ? | nt
S=C(Nc1ccc(Oc2ccccc2)cc1)Nc1cccnc1 | ? | nt
CCC(C)C(NC(=O)c1ccccc1NC(=O)c1ccco1)C(=O)NNC(=O)c1ccc(OC)cc1 (centres undefined) | ? | nt
O=C(Nc1ccccc1)C1=C[C@H](c2csc3ccccc23)C[C@H](OCCCCO)O1 | 1% | -8
Nc1ncc(Br)cc1S(=O)(=O)NCCC(=O)Nc1cccc(Cl)c1 | -15% | 0
COc1cc2cc(CN(Cc3cccs3)C(=S)Nc3ccc(C)cc3)c(=O)[nH]c2cc1OC | ? | nt
Cc1ccnc(NC(=O)C(Cc2ccccc2)NC(=O)c2ccccc2)c1 (centres undefined) | -22% | 11
COc1ccccc1CCc1nnc(CCC(=O)NCC2CCCO2)o1 (centres undefined) | ? | nt
O=C(CCCn1c(SCC(=O)Nc2ccccc2Cl)nc2ccccc2c1=O)NCC1CCCO1 (centres undefined) | ? | nt
COC(=O)C1=C(C)OC(N)=C(C#N)C1c1ccc(OC)c(OC)c1OC (centres undefined) | ? | nt
COc1ccc(CNC(=O)[C@H](C)[C@@H]2C[C@@]2(C)[C@@H](NC(=O)OCc2ccccc2)c2ccccc2)cc1OC | 13% | -12
COC(=O)C1CC(=O)N(CCc2c[nH]c3ccccc23)C1 (centres undefined) | i | 18
CCCNC(=O)C(NS(=O)(=O)c1ccc2c(c1)c(=O)n(C)c(=O)n2C)c1ccccc1 (centres undefined) | ? | nt
COc1c2occc2c(OC(C)=O)c2c(=O)cc(C)oc12 | ? | nt
Cn1nc(-c2ccc(Cl)cc2)c2cc(C(=O)NC3CC3)sc21 | ? | nt
COc1ccc(N2CCN(C(=O)NC34CC5CC(CC(C5)C3)C4)CC2)cc1 | i | nt
Cc1ccc(SCC(=O)c2cc(C)c(OC(=S)N(C)C)c(C)c2)cc1 | ? | nt
O=C(Nc1ccccc1N1CCN(C(=O)c2ccc(Cl)cc2)CC1)c1ccc2c(c1)OCO2 | ? | nt
Further entries.
SMILES | Lipid storage S3 | Lipid storage S3 cell count max
Cc1noc(C)c1COc1ccc(C(=O)NCCOc2ccccc2)cc1 | 8% | 3
CCN1CCN(C(=O)c2ccc(N3CC4CC(C3)c3cccc(=O)n3C4)c(NC(=O)c3cc(OC)cc(OC)c3)c2)CC1 (centres undefined) | ? | nt
Cc1ccc(S(=O)(=O)NC(=O)COc2ccc(Cl)cc2Cl)cc1 | ? | nt
O=C(NCCCN1CCCC1=O)Nc1ccc(F)c(Cl)c1 | 7% | 2
O=C(Oc1ccccc1)N1CCN(c2ccccc2F)CC1 | 8% | -1
COC(=O)C(Cc1ccc(O)cc1)NC(=O)c1ccccc1 (centres undefined) | i | 6
O=[N+]([O-])c1ccc(S(=O)(=O)NCCc2cn3ccccc3n2)cc1 | 1% | 4
CC(=O)Nc1ccc(C(=O)NNC(=O)c2ccc(Cl)cc2Cl)cc1 | 20% | 2
CCOC(=O)C1(Cc2ccccc2C)CCCN(S(=O)(=O)c2cccnc2)C1 (centres undefined) | -6% | -6
S=C(NCc1ccccc1)N1CCN(c2cccc(Cl)c2)CC1 | ? | nt
CC(=O)SC1CC2=CC(=O)CCC2(C)C2CCC3(C)C(CCC34CCC(=O)O4)C12 (centres undefined) | ? | nt
C=CCN(CC=C)S(=O)(=O)c1ccc(NC(=O)COc2ccccc2OC)cc1 | 0% | -12
Cc1ccc(S(=O)(=O)N2CCOCC2)cc1NC(=O)c1cccc(S(=O)(=O)N2CCCC2)c1 | ? | nt
Cc1cc(C)nc(/N=C(\N)Nc2ccc(CC(=O)OC(C)C)cc2)n1 | ? | nt
CS(=O)(=O)c1[nH]nc(-c2ccccc2Cl)c1C#N | -4% | 11
CC(C)Oc1ccc(C2CC(=O)NC3=C2C(=O)CCC3)cc1 (centres undefined) | 3% | 0
CCN1C(=S)N[C@@H](c2cccs2)C(C(=O)OC)=C1C | -4%&26% | 8&-11
COCCCn1c(=N)c(C(=O)NCC2CCCO2)cc2c(=O)n3ccccc3nc21 (centres undefined) | ? | nt
Cc1noc(NS(=O)(=O)c2ccc(NC(=O)CC34CC5CC(CC(Br)(C5)C3)C4)cc2)c1C | 14% | 1
Cc1cc(=O)[nH]c2c1c(=O)[nH]n2C1CC(C)N(C)CC1C (centres undefined) | ? | nt

Arranged by SMILES length (smallest number first): 7 of the compounds above.
SMILES | Lipid storage S3 | Lipid storage S3 cell count max
CC(C)Oc1ccc(C2CC(=O)NC3=C2C(=O)CCC3)cc1 (centres undefined) | 3% | 0
Cc1noc(C)c1COc1ccc(C(=O)NCCOc2ccccc2)cc1 | 8% | 3
Cc1ccc(S(=O)(=O)NC(=O)COc2ccc(Cl)cc2Cl)cc1 | ? | nt
Cc1cc(C)nc(/N=C(\N)Nc2ccc(CC(=O)OC(C)C)cc2)n1 | ? | nt
CCOC(=O)C1(Cc2ccccc2C)CCCN(S(=O)(=O)c2cccnc2)C1 (centres undefined) | -6% | -6
C=CCN(CC=C)S(=O)(=O)c1ccc(NC(=O)COc2ccccc2OC)cc1 | 0% | -12
COCCCn1c(=N)c(C(=O)NCC2CCCO2)cc2c(=O)n3ccccc3nc21 (centres undefined) | ? | nt

One compound at a time, from the list above.
`COC(=O)C(Cc1ccc(O)cc1)NC(=O)c1ccccc1` (centres undefined) is entered as Lipid storage S3 = i; Lipid storage S3 cell count max = 6
`CC(=O)Nc1ccc(C(=O)NNC(=O)c2ccc(Cl)cc2Cl)cc1` is entered as Lipid storage S3 = 20%; Lipid storage S3 cell count max = 2

More records:
SMILES | Lipid storage S3 | Lipid storage S3 cell count max
CCCCCNc1nc(N2CCCC2)c2c(c1C#N)CCN(C)C2 | 22% | -20
O=C(O)c1ccccc1N=Cc1c(O)n(-c2nccs2)c(=O)c2ccccc12 | 0% | 20
NC(=O)c1nsc(C(=O)N(Cc2ccccc2Cl)C(C(=O)NCC2CCCO2)c2ccc(O)cc2)c1N (centres undefined) | -9% | -4
O=C(NCCCn1ccnc1)c1cccc(S(=O)(=O)Nc2ccc(Br)cc2)c1 | ? | nt
Cc1ccc(C(=O)OCC(=O)c2c[nH]c3ccccc23)cc1S(=O)(=O)N1CCCCC1 | ? | nt
COc1cccc(CNC(=O)C2CCN(c3cnccn3)CC2)c1 | -5% | 0
COc1ccc(Nc2nc3ccc(C)cc3cc2C#N)c(OC)c1 | 10% | -8
COc1ccc(-c2noc(CCC(=O)N3CCN(c4cccc(C(F)(F)F)c4)CC3)n2)cc1 | i | -3
O=C(O)c1ccccc1Nc1cccc(C(F)(F)F)c1 | 3% | -2
CCOc1ccc(S(=O)(=O)N2CCNC(=O)C2)cc1 | ? | nt

Screening results: PubChem, National Center for Advancing Translational Sciences (NCATS)
